RGS4-Gao reg: modulators of RGS4 binding to Galphao, primary screen, biochemical, multiplexed bead flow cytometry. actives lie on both sides. AID 1415, 2008. Guanine nucleotide-binding protein G(o) subunit alpha (Homo sapiens), P09471. 220,000 tested, 0.33% active. binding response (% of control), % at 10 µM; in the data active means binding response below about 49% or above about 150%; inactive means in between;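 further: fluorescent Galphao activated with aluminum fluoride binding bead-coupled RGS4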
Target sequence (P09471 whole entry, looked up): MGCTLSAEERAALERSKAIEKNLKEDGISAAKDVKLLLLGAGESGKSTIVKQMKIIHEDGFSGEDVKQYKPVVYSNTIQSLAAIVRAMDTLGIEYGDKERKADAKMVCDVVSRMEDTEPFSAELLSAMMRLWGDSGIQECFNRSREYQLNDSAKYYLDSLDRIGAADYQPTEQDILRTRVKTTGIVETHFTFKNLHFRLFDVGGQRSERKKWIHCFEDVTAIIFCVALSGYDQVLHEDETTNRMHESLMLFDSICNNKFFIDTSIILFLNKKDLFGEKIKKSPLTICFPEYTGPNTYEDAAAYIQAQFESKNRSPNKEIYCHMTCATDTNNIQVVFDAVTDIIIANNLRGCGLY
Bim-Bcl-B: inhibitors of Bim-Bcl-B binding, primary screen, biochemical, multiplexed, human Bcl-2 family; bead-based flow cytometry, Bim peptide-Bcl-B binding; 190,000 tested, 0.073% active; inhibition, % at 10 µM;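 further: 0% = tracer peptide without compound and 100% = reference inhibitor peptide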
Target sequence (Q9HD36 whole entry, looked up): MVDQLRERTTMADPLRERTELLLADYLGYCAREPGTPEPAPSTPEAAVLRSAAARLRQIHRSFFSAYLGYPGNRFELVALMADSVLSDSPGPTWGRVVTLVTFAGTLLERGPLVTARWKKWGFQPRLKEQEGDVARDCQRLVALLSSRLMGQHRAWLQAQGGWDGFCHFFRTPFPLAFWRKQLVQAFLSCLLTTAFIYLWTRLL
Bfl-1 Bim block: inhibitors of Bim binding to Bfl-1, primary screen, biochemical, multiplexed, bead-based flow cytometry; Bcl-2-related protein A1 (Homo sapiens), Q16548; Bim-Bfl-1 binding inhibition; inhibition, % at 10 µM; 190,000 tested, 0.12% active;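 further: 0% = wells without compound plus tracer and 100% = blocker peptide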
Bim-Bcl-XL: inhibitors of Bim-Bcl-XL binding, primary screen, biochemical, multiplexed, bead flow cytometry, human Bcl-XL. Bcl-2-like protein 1 (Homo sapiens), Q07817. Bim peptide-Bcl-XL binding, fluorescence. inhibition, % at 10 µM. 190,000 tested, 0.04% active. AID 1007, 2008
Target sequence (Q07817 whole entry, looked up): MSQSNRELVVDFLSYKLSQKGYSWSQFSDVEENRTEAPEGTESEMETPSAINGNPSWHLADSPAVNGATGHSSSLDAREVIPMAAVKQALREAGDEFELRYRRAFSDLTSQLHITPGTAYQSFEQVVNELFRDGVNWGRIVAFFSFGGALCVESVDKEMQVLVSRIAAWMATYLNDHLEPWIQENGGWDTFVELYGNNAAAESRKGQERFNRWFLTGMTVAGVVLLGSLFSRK
ABCB1 inh: ABCB1 efflux pump inhibitors, primary screen, cell-based, multiplex, flow cytometry, ABCG2 counter-screen. CCRF-Adr cells, JC-1 efflux. inhibition, % at 6.6 µM. 190,000 tested, 0.067% active. ATP-dependent translocase ABCB1 (Homo sapiens), P08183; in the data active means inhibition above about 40%;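 further: 0% = vehicle and 100% = reference inhibitor; higher value means more JC-1 retained so stronger ABCB1 efflux block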
RGS8-Gao reg: RGS8-Galphao binding modulators, primary screen, biochemical, multiplexed bead flow cytometry; actives lie on both sides; response (percent of control binding), % at 10 µM; 220,000 tested, 0.34% active; in the data active means response below about 60% or above about 140%; inactive means in between;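 further: Galphao activated as the GDP aluminium fluoride complex binding bead-coupled RGS8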
Bim-Bcl-2: inhibitors of Bim-Bcl-2 binding, primary screen, biochemical, multiplexed, human Bcl-2 family; Bead-based flow cytometry, Bim peptide-Bcl-2 binding; 190,000 tested, 0.06% active; inhibition, % at 10 µM; in the data active means inhibition above about 40%; inconclusive means no clear call, values can overlap the other calls;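 further: 0% = no compound wells with probe peptide and 100% = reference peptide inhibitor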
ABCG2 block: ABCG2 efflux pump inhibitors, primary screen, multiplex with ABCB1, IgMXP3 cells, flow cytometry. Broad substrate specificity ATP-binding cassette transporter ABCG2 (Homo sapiens), Q9UNQ0. JC-1 efflux. inhibition, % at 6.6 µM. 190,000 tested, 0.1% active. AID 1325, 2008;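 active means inhibition above 80%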;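 further: 0% = DMSO and 100% = nicardipine control wells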
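Test system: ABCG2 IgMXP3 and barcoded ABCB1 CCRF-Adr cell mix; Schedule: cells with compound and JC-1, 10 min at 25 °C, rotating, no wash; Technique: flow cytometry of retained JC-1 fluorescence; Measure: % inhibition of efflux relative to nicardipine and DMSO; Controls: nicardipine high and DMSO low controls.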
Bcl-W Bim block: inhibitors of Bim binding to Bcl-W, primary screen, biochemical, multiplexed, bead-based flow cytometry; Bim peptide-Bcl-W binding; inhibition, % at 10 µM; 190,000 tested, 0.02% active; AID 952, 2007;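 further: 0% = bound tracer without compound and 100% = peptide blocker; higher means less fluorescent Bim peptide bound to Bcl-W beads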
Target sequence (Q92843 whole entry, looked up): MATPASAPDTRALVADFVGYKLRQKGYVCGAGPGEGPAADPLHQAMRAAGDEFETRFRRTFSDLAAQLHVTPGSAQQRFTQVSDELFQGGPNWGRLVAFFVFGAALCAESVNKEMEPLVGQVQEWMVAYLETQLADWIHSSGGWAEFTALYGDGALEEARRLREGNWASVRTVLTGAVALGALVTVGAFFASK
GSH fluor: compound fluorescence on glutathione beads, profiling panel, artefact control, biophysical, 488/530 nm, flow cytometry. fluorescence (KMESF) at 10 µM. AID 1776, 2009. GSH beads flow cytometry, compound fluorescence 488/530 nm; stronger effect = higher value. 190,000 tested, 0.25% active; in the data active means fluorescence above about 89;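 further: glutathione beads carrying GST-tagged Bcl family fusion proteins plus one bare bead set; values are compound well signal with DMSO vehicle wells as background; inactives centre near 16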
RGS7-Gao: RGS7-Galphao binding modulators, primary screen, biochemical, multiplexed bead flow cytometry | Guanine nucleotide-binding protein G(o) subunit alpha (Homo sapiens), P09471 | actives lie on both sides | binding response (% of control), % at 10 µM | 220,000 tested, 0.35% active | AID 1439, 2008; in the data active means binding response below about 49% or above about 150%; inconclusive means no clear call, values can overlap the other calls; inactive means in between;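 further: fluorescent Galphao held in activated GDP-AlF4 state binding bead-coupled RGS7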
Numbers without * were called inactive; ? = inconclusive; [ ] = another dose, or the depositor's remark. Unless noted, no stated cut-off is given here; in the data, active means inhibition above about 40%.

item	compound	RGS4-Gao reg	Bim-Bcl-B	Bfl-1 Bim block	Bim-Bcl-XL	ABCB1 inh	RGS8-Gao reg
1	COCc1cc(=O)n2[nH]c(-c3ccccc3)cc2n1	101	-1	-3	0	0.3	101
2	Cc1ccc(CNc2ccc(N3C(=O)CCCC3=O)cc2[N+](=O)[O-])cc1	103	-5	-11	-4	0.7	102
3	Cc1cc(C(=O)N2CCOCC2)n(-c2ccccc2)n1	98	-5	-7	-4	-0.8	101
4	O=C(Cc1ccccc1)N/N=C/c1ccccc1Cl	102	1	0	2	1.1	100
5	COc1ccccc1N1CCSC1C(N)=O (configuration not stated)	102	-5	-6	-5	1.7	100
6	COc1ccc(-n2c(SCC(=O)Nc3ccccc3)nnc2-c2ccc(NS(=O)(=O)c3ccc(C)cc3)cc2)cc1	102	-4	-17	13	0.0	98
7	Nc1cccc(S(=O)(=O)NC2=NCCC2)c1	119	-4	0	-3	1.1	149*[activator]
8	O=C(Nc1ccccc1)c1cnc2n(c1=O)CCS2	97	-11	-11	-6	0.3	95
9	CCOc1ccc2c(c1)[N+](C)(C)C(C)(C)C=C2C	111	-6	-6	-2	0.2	127
10	CCOC(=O)C1=C(C)Nc2nc(SC)nn2C1c1ccc(C(=O)OC)cc1 (configuration not stated)	109	2	-1	-4	1.9	110
11	COc1cc(C(=O)Nc2cccc(-c3nnc(-c4ccco4)o3)c2)ccc1OC(C)=O	101	-3	-7	-1	2.3	101
12	O=C(Cn1cc2c(n1)CCCC2)NCCCN1CCN(C2CCCCC2)CC1	101	-3	-8	0	0.1	107
13	Cc1cc(C(=O)NCCCN2CCCC2=O)cs1	103	-8	-20	-8	0.4	102
14	NC(=O)c1ccc(NC(=O)COC(=O)c2c3c(nc4ccccc24)/C(=C\c2ccc4c(c2)OCO4)CCC3)cc1	101	-4	-1	-2	-1.0	98
15	C=C(C)CN1CCN(c2c(CCC#N)c(C)c(C#N)c3nc4ccccc4n23)CC1	99	-5	-5	-2	1.8	101

item	Bim-Bcl-2	ABCG2 block	Bcl-W Bim block	GSH fluor	RGS7-Gao
1	-4	2	-4	12	102
2	-4	7	-2	12	99
3	-3	0	0	19	99
4	1	4	0	15	105
5	-7	10	1	16	104
6	0	-1	-2	63	101
7	-1	1	-5	66	114
8	-10	3	-3	14	97
9	-1	1	3	14	114
10	2	2	1	10	106
11	-2	-3	0	15	?
12	-4	0	0	18	100
13	-19	5	-4	37	104
14	-2	-6	-1	10	103
15	0	3	-1	6	98

Remaining list, next part
item	compound	RGS4-Gao reg	Bim-Bcl-B	Bfl-1 Bim block	Bim-Bcl-XL	ABCB1 inh	RGS8-Gao reg
16	Cc1cc(C(=O)CN2C(=O)CN(C)C2=O)c(C)n1-c1cccc(S(=O)(=O)N2CCOCC2)c1	97	-4	-2	-3	-0.1	101
17	CCOC(=O)C1C2C=CC3(CN(CCc4ccccc4)C(=O)C13)O2 (configuration not stated)	101	-1	0	-2	0.5	104
18	Cc1cc(Br)c2[nH]c3c(c2c1)CCCC3=O	99	0	-1	1	0.8	100
19	O=C1CSC(c2ccc([N+](=O)[O-])cc2)N1CCN1CCCCC1 (configuration not stated)	104	0	-3	2	0.1	102
20	Cc1cccc(OCc2nnc(SCC(=O)N3c4ccccc4CC3C)n2C)c1C (configuration not stated)	99	-1	-2	-2	1.5	100
21	Cc1cc(C)c(S(=O)(=O)N2CCOCC2)cc1NS(=O)(=O)c1cc(OCC(N)=O)c(C)cc1Cl	98	-4	-6	0	0.4	102
22	O=C(CSc1ncn[nH]1)c1ccc(OC(F)F)cc1	104	-6	-6	-5	0.4	99
23	CC1CCN(Cc2nc(-c3ccccc3)no2)CC1	103	-3	-6	-1	-0.3	113
24	COC(=O)CNC(=O)CN1C(=O)N(c2ccc(Cl)cc2)C(N(O)C(=O)Nc2ccc(Cl)cc2)C1(C)C (configuration not stated)	102	17	1	-2	0.2	101
25	CCc1ccccc1NC(=O)N[C@H](C(=O)O)C(C)C	102	-5	-3	-3	0.4	104
26	O=C(Nc1cccc(O)c1)c1ccc([N+](=O)[O-])cc1Cl	100	-1	-4	-3	0.5	100
27	COc1cccc(C(=O)N/N=C(\CC(C)C)c2ccccc2)c1	100	-4	-1	-4	0.7	106
28	O=C(Nc1nncs1)c1ccc(N2C(=O)C3C4C=CC(C4)C3C2=O)cc1 (configuration not stated)	100	-3	-8	-6	0.1	100
29	CC1CN(C(=O)CSc2nnc(-c3ccc(Cl)cc3)n2C)CC(C)O1 (configuration not stated)	103	-8	-17	-3	-0.1	102
30	Cc1ccc([N+](=O)[O-])cc1Nc1nc(N2CCOCC2)nc(N2CCOCC2)n1	100	0	-7	0	-1.9	105

item	Bim-Bcl-2	ABCG2 block	Bcl-W Bim block	GSH fluor	RGS7-Gao
16	0	2	-1	11	96
17	-2	1	-4	11	101
18	-1	4	-1	14	101
19	-1	-4	0	25	103
20	2	7	-3	18	99
21	-2	-1	-2	13	96
22	-2	3	-3	7	102
23	-3	0	-1	16	102
24	0	3	0	20	102
25	3	5	-3	12	98
26	-4	4	-1	17	?
27	-5	2	-3	7	99
28	-6	0	3	50	101
29	-4	6	0	34	101
30	-6	5	0	16	99

Record cards (already shown).
CCOC(=O)C1C2C=CC3(CN(CCc4ccccc4)C(=O)C13)O2 (configuration not stated) in the list: RGS4-Gao reg = 101; Bim-Bcl-B = -1; Bfl-1 Bim block = 0; Bim-Bcl-XL = -2; ABCB1 inh = 0.5; RGS8-Gao reg = 104; Bim-Bcl-2 = -2; ABCG2 block = 1; Bcl-W Bim block = -4; GSH fluor = 11; RGS7-Gao = 101
Cc1cc(C)c(S(=O)(=O)N2CCOCC2)cc1NS(=O)(=O)c1cc(OCC(N)=O)c(C)cc1Cl in the list: RGS4-Gao reg = 98; Bim-Bcl-B = -4; Bfl-1 Bim block = -6; Bim-Bcl-XL = 0; ABCB1 inh = 0.4; RGS8-Gao reg = 102; Bim-Bcl-2 = -2; ABCG2 block = -1; Bcl-W Bim block = -2; GSH fluor = 13; RGS7-Gao = 96
CC1CCN(Cc2nc(-c3ccccc3)no2)CC1 in the list: RGS4-Gao reg = 103; Bim-Bcl-B = -3; Bfl-1 Bim block = -6; Bim-Bcl-XL = -1; ABCB1 inh = -0.3; RGS8-Gao reg = 113; Bim-Bcl-2 = -3; ABCG2 block = 0; Bcl-W Bim block = -1; GSH fluor = 16; RGS7-Gao = 102

Later entries:
item	compound	RGS4-Gao reg	Bim-Bcl-B	Bfl-1 Bim block	Bim-Bcl-XL	ABCB1 inh	RGS8-Gao reg
31	Cc1ccc2nc(-c3ccc(O)cc3)c(Nc3ccc4c(c3)OCCO4)n2c1	94	-8	-9	-3	0.5	96
32	Cc1nn(Cc2ccccc2)c(C)c1NC(=O)CSc1nc(-c2ccccc2)nc2c1cnn2-c1ccccc1	99	-1	1	-1	0.4	102
33	CCOCCCNC(=O)CN1C(=O)/C(=C/c2ccccc2)Sc2ccccc21	102	-3	-1	-4	0.9	99
34	CCOC(=O)c1cccc(NC(=O)C2CCC(CNc3c(N4CCOCC4)c(=O)c3=O)CC2)c1 (configuration not stated)	94	-2	-7	0	0.2	100
35	CC(C)NC(=O)c1ccccc1-c1nc(-c2ccccc2Cl)no1	93	-7	-8	-7	-2.1	99
36	COc1cccc(-n2c(SC)nnc2-c2cnccn2)c1	102	-2	-3	-1	-0.4	102
37	C=CCSc1n[nH]c(-c2ccccc2)n1	99	1	2	-6	-1.0	94
38	CC1CCN(C(=O)CN(CCc2ccccc2)S(C)(=O)=O)CC1	81	0	-2	0	0.5	89
39	COc1ccccc1NC(=O)c1nnn(CC(=O)Nc2cccc(SC)c2)c1N	104	-5	-12	-5	0.2	103
40	NC(=O)CC[C@@H]1NC(=O)[C@H](CO)NC(=O)c2cc([N+](=O)[O-])cc(I)c2NCC[C@@H](C(N)=O)NC(=O)[C@H](Cc2ccc(O)cc2)NC1=O	99	-8	2	-3	1.8	102
41	O=C(NCc1ccc(Cl)cc1)c1ccccc1Oc1ccccc1	104	0	0	0	0.5	99
42	COc1ccc(C(c2sc3nc(C)nn3c2O)N2CC(C)OC(C)C2)cc1OC (configuration not stated)	103	-3	-8	-3	0.3	103
43	COc1ccc(NC(=O)CCCn2c(=S)[nH]c3ccccc3c2=O)cc1	103	-8	-6	-3	0.5	104
44	COCCNC(=O)C(c1ccc(O)cc1)N(Cc1ccco1)C(=O)CCC(=O)Nc1nccs1 (configuration not stated)	102	-6	-9	-3	0.6	104
45	Cc1c(C(=O)N2CCCCC2)sc(N)c1C#N	108	-2	-3	-4	0.2	102

item	Bim-Bcl-2	ABCG2 block	Bcl-W Bim block	GSH fluor	RGS7-Gao
31	-7	1	2	28	90
32	0	3	0	13	100
33	-2	22	-1	10	100
34	-3	1	0	16	86
35	-6	-4	0	36	96
36	-1	-1	-1	10	104
37	0	3	2	67	96
38	0	1	1	11	83
39	-9	0	-1	26	100
40	2	-6	-2	19	100
41	1	2	-1	10	98
42	-4	1	1	22	102
43	-8	5	0	26	104
44	-7	1	2	40	101
45	0	1	0	7	104

Looked up by compound from the entries so far (two):
item	compound	RGS4-Gao reg	Bim-Bcl-B	Bfl-1 Bim block	Bim-Bcl-XL	ABCB1 inh	RGS8-Gao reg
33	CCOCCCNC(=O)CN1C(=O)/C(=C/c2ccccc2)Sc2ccccc21	102	-3	-1	-4	0.9	99
32	Cc1nn(Cc2ccccc2)c(C)c1NC(=O)CSc1nc(-c2ccccc2)nc2c1cnn2-c1ccccc1	99	-1	1	-1	0.4	102

item	Bim-Bcl-2	ABCG2 block	Bcl-W Bim block	GSH fluor	RGS7-Gao
33	-2	22	-1	10	100
32	0	3	0	13	100

Later entries.
item	compound	RGS4-Gao reg	Bim-Bcl-B	Bfl-1 Bim block	Bim-Bcl-XL	ABCB1 inh	RGS8-Gao reg
46	COc1ccc(NS(=O)(=O)c2ccc(NC(=S)NC(=O)CC(C)C)cc2)cc1	99	-1	-1	-1	0.1	100
47	O=C1CN(c2nc(-c3cccnc3)nc3scc(-c4ccccc4)c23)CCN1	98	10	3	0	2.1	99
48	CC(SC#N)C(=O)C12CC3CC(CC(C3)C1)C2 (configuration not stated)	99	-5	-5	-4	0.8	98
49	O=C(CNC(=O)c1ccc(-c2ccccc2)cc1)OCc1c(Cl)cccc1Cl	102	-6	-2	-6	-0.5	101
50	COCCn1nnnc1C(c1cccc(C#N)c1)N1CCCCCC1 (configuration not stated)	101	3	12	3	0.7	103

item	Bim-Bcl-2	ABCG2 block	Bcl-W Bim block	GSH fluor	RGS7-Gao
46	-2	1	-1	12	99
47	4	13	1	15	?
48	-5	1	0	13	97
49	0	-4	-5	8	100
50	9	7	-6	31	101

Compound activity from PubChem.

Outcome played no part in choosing rows; about 1.1% have a hit in one of these screens.
